Screens deposited in PubChem by several laboratories.
EP2 modulator – EP2 receptor (human) modulation; EP2-expressing cells, cAMP HTRF FRET, PGE2 co-stimulation; induction, % at 25 µM; 260,000 tested, 0.83% active;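 active means compounds whose cAMP rise, as percent of the full-agonist control response, exceeds 60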;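 further: rat C6 glioma line stably carrying human EP2 under a CMV promoter; the protocol text gives 20 µM as final concentration; 100% = response of wells given 1 µM PGE2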
Target sequence (P43116 whole entry, looked up): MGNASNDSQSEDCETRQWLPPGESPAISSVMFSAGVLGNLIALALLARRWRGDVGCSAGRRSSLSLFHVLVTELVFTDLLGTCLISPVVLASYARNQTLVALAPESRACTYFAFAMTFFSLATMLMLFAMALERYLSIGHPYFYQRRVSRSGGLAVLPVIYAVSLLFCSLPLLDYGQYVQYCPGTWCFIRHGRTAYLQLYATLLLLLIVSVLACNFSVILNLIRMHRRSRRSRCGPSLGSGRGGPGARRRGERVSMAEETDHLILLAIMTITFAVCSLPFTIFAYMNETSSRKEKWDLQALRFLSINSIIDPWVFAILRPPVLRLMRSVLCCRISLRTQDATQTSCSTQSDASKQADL
NPY2 pot ag – potentiators or agonists of human neuropeptide Y receptor Y2. 220,000 tested, 0.45% active. P49146. AID 1359. activation, % at 3.6 µM. cells expressing NPY-Y2, potentiator/agonist read-out; in the data active means activation above about 27%;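 further: cells stimulated with NPY near EC25 plus isoproterenol at EC100; 0% = vehicle plus submaximal agonist and 100% = vehicle plus saturating agonist; some results beyond the cut were filed as inactive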
TRPN1 ag – activates the zebrafish TRPN1 channel; HEK293 zebrafish TRPN1-YFP, Fluo-8 calcium fluorescence; 100% = response to 87 µM carbachol; activation, % at 3 µM; 220,000 tested, 0.18% active;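 active means activation above its plate's cutoff, the mean activation of test wells on that plate plus 3 SD, cut at about 19% in these data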;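 further: 0% = DMSO alone and 100% = 87 µM carbachol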
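Material: zebrafish TRPN1-YFP in HEK293 cells. Doses: one dose of 3 µM, 0.3% DMSO. Incubation: dye 1 h 37 °C plus 30 min RT. Measured by: intracellular calcium fluorescence with Fluo-8.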
S1P4 agonist – human S1P4 receptor agonism; AID 1509; 220,000 tested, 0.35% active; S1P4-expressing cell line, agonist reporter assay; activation, % at 4.98 µM; O95977; in the data active means activation above about 11%;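 further: 0% = DMSO vehicle and 100% = reference agonist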
Target sequence (O95977 whole entry, looked up): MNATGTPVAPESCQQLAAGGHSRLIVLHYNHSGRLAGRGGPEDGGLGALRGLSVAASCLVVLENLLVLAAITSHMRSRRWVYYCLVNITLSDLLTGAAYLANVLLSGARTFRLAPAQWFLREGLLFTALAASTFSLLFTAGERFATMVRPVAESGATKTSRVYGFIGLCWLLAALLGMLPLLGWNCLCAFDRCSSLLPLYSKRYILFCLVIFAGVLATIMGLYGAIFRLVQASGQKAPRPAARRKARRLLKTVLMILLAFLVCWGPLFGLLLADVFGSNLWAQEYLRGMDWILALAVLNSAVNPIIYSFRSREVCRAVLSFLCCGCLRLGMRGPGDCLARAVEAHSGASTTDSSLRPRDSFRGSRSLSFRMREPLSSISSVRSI
CHOP inhibitor – CHOP inhibition in unfolded protein response; 220,000 tested, 3.8% active; CHO-K1 CHOP-promoter luciferase, tunicamycin-induced, 15-18 h; inhibition, % at 10 µM;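 active means compounds that reduced the stress-induced luciferase reporter signal by more than about 70% of percent inhibition, limit read from the data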;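 further: 0% = tunicamycin plus vehicle and 100% = wells without tunicamycin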
S1P4 antagonist – antagonists of human S1P4 receptor. S1P4-expressing cells, antagonist mode, reporter read-out. O95977. 220,000 tested, 0.26% active. AID 1510. inhibition, % at 4.98 µM; in the data active means inhibition above about 29%;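 further: 0% = wells stimulated with agonist and 100% = vehicle wells without agonist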
NPY Y1 blocker – antagonists of human neuropeptide Y receptor Y1; P25929; HEK293-CNG Y1 cells, membrane potential fluorescence; NPY at EC95, then isoproterenol; inhibition, % at 3.6 µM; 200,000 tested, 1% active; AID 1040;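 active means inhibition above the campaign mean inhibition of all tested compounds plus 3 SD, cut at about 20% in these data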;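 further: 0% = DMSO wells given NPY plus isoproterenol and 100% = isoproterenol alone without NPY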
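Assay system: HEK293 cells with Y1 receptor plus CNG channel | Probe or stimulus: NPY (25 nM), isoproterenol (1 µM), Ro 20-1724 (25 µM) | Timing: Compound incubation 1 h at room temperature, readout 45 min post-stimulation | Measured by: Membrane-potential fluorescent dye readout | Benchmarks: High control isoproterenol alone, low control NPY with isoproterenol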
TRPML3 agonist – activates the human TRPML3 channel; Q8TDD5; HEK293 TRPML3-YFP, Fluo-8 calcium fluorescence; 100% = the carbachol control signal; activation, % at 3 µM; 220,000 tested, 0.29% active; AID 1448;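 active means activation above its plate's cutoff, the mean activation of the plate's test wells plus 3 SD, cut at about 12% in these data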;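 further: 0% = DMSO only wells and 100% = carbachol wells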
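Test system: TRPML3-YFP stable HEK293 cells. Doses: single point at 3 µM. Incubation: dye loading 1 h 37 °C then 30 min ambient, 125 s read. Signal: Fluo-8 calcium dye fluorescence, ex 470-495, em 515-575 nm. Measure: percent activation from peak-to-basal fluorescence ratio, scaled between DMSO and carbachol.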
NPY1 pot ag – potentiators or agonists of human neuropeptide Y receptor Y1. AID 1304. NPY-Y1 expressing cells, potentiator/agonist activation. activation, % at 3.6 µM. 220,000 tested, 0.37% active; in the data active means activation above about 33%, passing the limit was not always enough;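 further: cells stimulated with NPY at EC10 then isoproterenol at EC100; 0% = low agonist plus stimulus and 100% = saturating agonist plus stimulus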
An asterisk follows results filed as active; x = not tested or not shown; & = joins results of further samples.

(1) CCOc1ccc(-c2nc(C#N)c(NCc3ccc4c(c3)OCO4)o2)cc1
(2) O=C(COC(=O)c1ccc(O)cc1)Nc1cccc(S(=O)(=O)N2CCCCC2)c1
(3) Cc1cc(C)n(C(=O)COc2ccccc2[N+](=O)[O-])n1
(4) CC(=C/c1ccco1)/C=N/NC(=O)Cc1cccn1C
(5) Cc1cc2nccc(-c3ccncc3)n2n1
(6) CCc1ccc(C2=NN(C(=O)OC)C(O)(C(F)(F)F)C2)cc1 (configuration not stated)
(7) O=c1[nH]c(N/N=C/c2ccccc2Br)nnc1-c1ccccc1
(8) Cc1cc(O)c(C(C)C)cc1NC1=NS(=O)(=O)c2ccccc21

Assay by compound | 1 | 2 | 3 | 4 | 5 | 6 | 7 | 8
EP2 modulator | -15 | -13 | -6 | -23 | -22 | 2 | -65 | 4
NPY2 pot ag | -6 | 12 | 3 | -3 | 7 | 5 | -6 | 20
TRPN1 ag | -1.3 | 10 | 0.9 | -2.0 | -1.4 | -0.9 | -1.4 | 1.3
S1P4 agonist | -0.5 | -0.5 | 0.7 | 1.4 | 0.0 | -0.3 | 1.5 | 4.0
CHOP inhibitor | 78* | 26 | 14 | -17 | 18 | 55 | 20 | 21
S1P4 antagonist | -12 | -1 | -7 | 0 | -14 | -2 | -11 | -4
NPY Y1 blocker | 5 | x | x | 1 | 8 | 1 | 2 | -4
TRPML3 agonist | 0.5 | 3.2 | 0.1 | -0.5 | -0.1 | -0.1 | 0.5 | -0.6
NPY1 pot ag | -8 | 18 | 22 | 9 | -2 | -9 | -6 | 8

Among those listed so far, these contain sulfur.
(2) O=C(COC(=O)c1ccc(O)cc1)Nc1cccc(S(=O)(=O)N2CCCCC2)c1
(8) Cc1cc(O)c(C(C)C)cc1NC1=NS(=O)(=O)c2ccccc21

Assay by compound | 2 | 8
EP2 modulator | -13 | 4
NPY2 pot ag | 12 | 20
TRPN1 ag | 10 | 1.3
S1P4 agonist | -0.5 | 4.0
CHOP inhibitor | 26 | 21
S1P4 antagonist | -1 | -4
NPY Y1 blocker | x | -4
TRPML3 agonist | 3.2 | -0.6
NPY1 pot ag | 18 | 8

Further results.
(9) O=C(/C=C/c1cccs1)NC(=S)NNC(=O)Cc1cccs1
(10) O=c1c2ccccc2c(-c2ccccc2)nn1-c1cc(Cl)ccc1[N+](=O)[O-]
(11) O=C(CSc1ncnc2ccccc12)c1ccc2c(c1)OCCO2
(12) COc1ccc(C2Nc3ccccc3C(=O)N2O)cc1CN1CCOCC1 (configuration not stated)
(13) O=C(CN(C1CCCCC1)S(=O)(=O)c1ccc(F)cc1)Nc1ccc2c(c1)OCO2
(14) O=C(c1ccc(COc2ccc(Cl)cc2)o1)N1CCN(Cc2ccc3c(c2)OCO3)CC1
(15) COC(=O)CON1C(=O)c2ccccc2C1=O
(16) CCOCC(=O)NCc1ccc2c(c1)OCO2

Assay by compound | 9 | 10 | 11 | 12 | 13 | 14 | 15 | 16
EP2 modulator | -51&13 | 18 | -9 | 0 | 37 | -23 | 7 | 13
NPY2 pot ag | 6 | -4 | -3 | 4 | 3 | -35 | -2 | -5
TRPN1 ag | 5.4 | -1.0 | 2.7 | 0.1 | -1.2 | 2.2 | -0.1 | 0.8
S1P4 agonist | 0.5 | 3.0 | 1.2 | -0.8 | 0.1 | -1.1 | 2.6 | -0.9
CHOP inhibitor | 36 | -14 | 40 | -19 | 31 | 7 | 7 | 11
S1P4 antagonist | -12 | 4 | -10 | -10 | 16 | -29 | -12 | -29
NPY Y1 blocker | 1 | 2 | -1 | 4 | -5 | 9 | -3 | -1
TRPML3 agonist | 2.6 | -1.2 | 0.6 | 0.5 | -0.2 | 0.2 | 0.9 | 0.4
NPY1 pot ag | 17 | -12 | 4 | -5 | -13 | -31 | -1 | 6

(17) C=CCSc1nc2c(c(=O)[nH]1)C(c1ccccc1)C(C#N)=C(N)O2 (configuration not stated)
(18) CC1CN(C(=O)CN2C(=O)NC3(CCCCCCC3)C2=O)CC(C)O1 (configuration not stated)
(19) CCOc1ccccc1NC(=O)CSc1nnc(Cn2c(=O)sc3ccccc32)n1C
(20) CC(C)Oc1ccc(N2CC(C(=O)Nc3ccc(N4CCOCC4)cc3)CC2=O)cc1 (configuration not stated)
(21) CC1CCC(NC(=O)C2CCC(CNc3c(N4CCCCC4)c(=O)c3=O)CC2)CC1 (configuration not stated)
(22) CN1CCN(C(=O)c2ccc(C(F)(F)F)cc2)CC1
(23) CC(c1ccon1)N(C)Cc1cn(C)nc1-c1ccc2c(c1)OCCO2 (configuration not stated)
(24) COc1cc2ccccc2cc1C(=O)Nc1ccccc1N1CCN(S(C)(=O)=O)CC1

Assay by compound | 17 | 18 | 19 | 20 | 21 | 22 | 23 | 24
EP2 modulator | 5 | 24 | 37 | 8 | 25 | 5 | 4 | -16
NPY2 pot ag | -11 | 9 | -2 | -13 | 5 | -23 | -10 | -6
TRPN1 ag | 0.3 | 0.2 | -0.7 | 0.2 | 1.2 | 0.4 | 0.2 | -0.1
S1P4 agonist | -0.8 | 0.2 | -0.9 | 0.0 | -0.4 | -1.4 | 0.1 | -2.5
CHOP inhibitor | -6 | 31 | 4 | 21 | 14 | -19 | 9 | 19
S1P4 antagonist | 0 | 8 | -10 | -17 | 9 | 7 | -7 | 1
NPY Y1 blocker | x | 0 | 0 | 2 | x | 5 | x | -12
TRPML3 agonist | -0.1 | 0.7 | -0.2 | 0.5 | -0.8 | 0.1 | 0.3 | 2.7
NPY1 pot ag | -3 | 9 | -6 | -9 | -10 | -2 | 6 | 6

(25) CCOC(=O)CSc1ccc2nnc(CCNS(=O)(=O)c3ccc(C)cc3)n2n1
(26) COc1ccc(NCN2C(=O)C3C4C=CC(C4)C3C2=O)cc1 (configuration not stated)
(27) O=c1c2ccccc2nnn1CSc1nc2sc3c(c2c(=O)n1CC1CCCO1)CCC3 (configuration not stated)
(28) COC(=O)c1[nH]c2ccc(C)cc2c1NC(=O)CN1CCC(C)CC1
(29) CCC(Nc1nc(-c2ccccc2)nc2ccccc12)C(=O)O (configuration not stated)
(30) CC1C/C(=N\NC(=O)c2cccnc2)CC(C)(C)C1 (configuration not stated)
(31) COc1ccc(CCC(=O)N2CCCSC2=Nc2ccc(C(C)=O)cc2)cc1
(32) Cc1ccc(-c2nc3ccc(NS(=O)(=O)c4ccccc4)cc3[nH]2)o1

Assay by compound | 25 | 26 | 27 | 28 | 29 | 30 | 31 | 32
EP2 modulator | 1 | 16 | 14 | -23 | 0 | 12 | -14 | -9
NPY2 pot ag | 9 | 0 | -6 | -3 | -1 | 16 | -4 | -13
TRPN1 ag | 0.3 | 0.4 | 0.1 | -0.1 | 0.9 | 0.0 | -0.5 | -1.3
S1P4 agonist | 0.7 | 1.3 | 0.0 | 0.2 | -1.1 | 1.1 | 23* | 1.1
CHOP inhibitor | 35 | -1 | 21 | -1 | -3 | 6 | 9 | 4
S1P4 antagonist | 7 | -12 | 11 | -33 | 11 | 8 | -5 | -4
NPY Y1 blocker | 3 | -1 | -3 | 2 | -3 | 5 | 12 | 12
TRPML3 agonist | 1.1 | 0.8 | -1.0 | -0.5 | 0.8 | 0.7 | 0.2 | -0.3
NPY1 pot ag | 7 | 3 | -31 | -32 | -7 | 4 | -44 | -12

(33) CC(Sc1nc(-c2ccccc2)nc2c1COC(C)(C)C2)C(=O)N1CCOCC1 (configuration not stated)
(34) Cn1c(=O)c(=O)n(C)c2cc(S(=O)(=O)NCCN3CCN(c4ccccc4F)CC3)ccc21
(35) O=C(NCc1ccccc1Cl)c1ccccc1Oc1ccccc1
(36) COc1ccc(C(=S)N2CCOCC2)cc1OS(=O)(=O)c1ccccc1[N+](=O)[O-]
(37) COc1ccc(NC(=O)c2ccccc2C(=O)N2CCCCC2)cc1
(38) Cc1cc2ccccc2n1CCNC(=O)c1ccc(Br)o1
(39) COc1ccc(-c2csc3nc(-c4ccccc4)oc(=O)c23)cc1OC
(40) CN=C(Nc1cccc(OC)c1)SC1CC(=O)N(c2ccc(C(=O)O)cc2)C1=O (configuration not stated)

Assay by compound | 33 | 34 | 35 | 36 | 37 | 38 | 39 | 40
EP2 modulator | 4 | 40 | 51 | -39 | 33 | -34 | 41 | 7
NPY2 pot ag | 3 | 5 | 2 | -1 | 13 | -23 | -2 | 2
TRPN1 ag | -0.3 | 0.2 | -0.7 | 1.1 | -0.5 | 0.5 | 0.8 | 1.0
S1P4 agonist | -1.3 | 0.8 | 2.9 | -1.0 | 0.8 | -0.8 | 0.8 | -0.5
CHOP inhibitor | 3 | 10 | 43 | -1 | -3 | 4 | 41 | -7
S1P4 antagonist | -4 | -2 | -3 | -1 | 0 | 3 | -15 | -4
NPY Y1 blocker | 0 | x | 4 | -1 | -3 | -5 | 8 | 1
TRPML3 agonist | 0.9 | -0.5 | -0.6 | 0.6 | 0.2 | 1.0 | 0.3 | 0.9
NPY1 pot ag | -6 | 12 | 16 | 10 | 4 | 1 | 14 | -12

(41) O=C1c2ccccc2S(=O)(=O)N1CCOc1ccc(F)cc1
(42) CC1(C)Cc2sc3c(=O)[nH]c(=S)[nH]c3c2CO1
(43) Nc1ccc2nc[nH]c2c1
(44) CCOC(=O)C1(C)/C(=N/Nc2ccccc2Cl)C(=O)C(=O)N1c1ccccc1 (configuration not stated)
(45) C=CCn1c(SCC(=O)Nc2nnc(CC)s2)nnc1-c1cccnc1
(46) COC(=O)Nc1ccc(S(=O)(=O)N2CCN(CCN3C(=O)C4C5C=CC(C5)C4C3=O)CC2)cc1 (configuration not stated)
(47) CC(=O)Nc1ccc(Nc2nc(C)nc3c2oc2ccccc23)cc1
(48) Cc1ccsc1C(=O)Nc1nc2ccccc2[nH]1

Assay by compound | 41 | 42 | 43 | 44 | 45 | 46 | 47 | 48
EP2 modulator | -17 | 17 | 14 | 26 | 12 | -12 | -39&-31 | -14
NPY2 pot ag | -20 | 2 | 0 | 23 | -8 | 2 | 5 | -4
TRPN1 ag | -0.2 | 0.0 | -0.1 | -0.7 | -0.6 | 0.5 | 0.5 | 1.2
S1P4 agonist | 1.3 | -0.3 | 0.0 | 1.0 | 0.5 | -1.3 | 0.1 | 1.8
CHOP inhibitor | -8 | 5 | 3 | 6 | -8 | -8 | -16 | -20
S1P4 antagonist | 2 | -28 | 7 | -12 | -20 | 9 | -14 | 2
NPY Y1 blocker | 11 | x | -3 | 3 | 2 | 0 | -13 | x
TRPML3 agonist | 1.1 | 0.7 | 1.3 | 0.0 | 0.2 | 2.2 | 1.1 | 1.4
NPY1 pot ag | -24 | 14 | -2 | 16 | -3 | -4 | 0 | 7

Complete entries, quoted from the list. Order of values: EP2 modulator, NPY2 pot ag, TRPN1 ag, S1P4 agonist, CHOP inhibitor, S1P4 antagonist, NPY Y1 blocker, TRPML3 agonist, NPY1 pot ag
Cc1ccsc1C(=O)Nc1nc2ccccc2[nH]1 reads -14, -4, 1.2, 1.8, -20, 2, x, 1.4, 7
Nc1ccc2nc[nH]c2c1 reads 14, 0, -0.1, 0.0, 3, 7, -3, 1.3, -2
